Bioassay records as filed in PubChem BioAssay.
PERK inh – inhibitors of human PERK kinase; Q9NZJ5; CHO PERK-DD fusion, SEAP luminescence translation reporter; inhibition, % at 5.6 µM; 220,000 compounds, 0.17% hits;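 active = inhibition above the mean inhibition of all tested compounds plus 3 SD, set separately per screening campaign, cut at about 2.9% in these data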;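 note: PERK kinase domain activated by AP20187 dimerizer at 100 nM; 0% = DMSO with dimerizer and 100% = rapamycin at 8.4 µM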
p97 ATPase inh – blocks human p97 ATPase activity; P55072; recombinant p97 ATPase, Kinase-Glo ATP luminescence, 3 h; inhibition, % at 8 µM; 220,000 compounds, 0.42% hits; in the data active = inhibition above about 15%;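 note: 0% = DMSO vehicle and 100% = wells lacking enzyme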
Wee1 stabilizer – human Wee1 degradation inhibition, primary screen; P30291; HeLa Luc-Wee1K328M stability, luciferase luminescence; 100% = proteasome inhibitor MG132 effect; reporter increase, % at 5 µM; 220,000 compounds, 1.2% hits; AID 1321;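 active = activation above the mean of all tested compounds plus 3 SD, set per screening run, cut at about 8.8% in these data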;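 note: cells exposed to compound for 20 h before luminescence read; 0% = DMSO alone and 100% = MG132 at 30 µM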
KLK5 inh – blocks human kallikrein 5 protease activity | recombinant hK5, fluorogenic AMC substrate cleavage | inhibition, % at 5 µM | 210,000 compounds, 0.59% hits;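 active = inhibition of 40% or more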;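 note: 0% = enzyme controls without compound and 100% = no-enzyme blanks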
Target sequence (Q9Y337 67-293 limits assumed): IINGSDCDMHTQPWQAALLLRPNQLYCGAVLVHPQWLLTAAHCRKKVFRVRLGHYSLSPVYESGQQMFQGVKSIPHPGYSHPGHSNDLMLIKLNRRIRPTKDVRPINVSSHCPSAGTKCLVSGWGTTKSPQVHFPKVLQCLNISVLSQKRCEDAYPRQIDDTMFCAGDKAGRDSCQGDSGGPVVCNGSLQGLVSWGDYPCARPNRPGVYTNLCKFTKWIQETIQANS
Thrombin inh – blocks human thrombin protease activity; alpha-thrombin, Boc-VPR-AMC fluorogenic substrate cleavage; inhibition, % at 5 µM; 220,000 compounds, 0.26% hits; AID 1046;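 active = inhibition at or above 40%; inactive = inhibition below 40%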;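 note: 0% = enzyme with no compound and 100% = wells without enzyme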
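System – human alpha-thrombin · Medium – pH 7.5 Tris (50 mM) with NaCl 150 mM, Tween 20 0.05% · Compound – single-point dosing at 5 µM, 0.2% DMSO · Incubation – enzyme reaction carried out at room temperature · Technique – fluorescence of released AMC, ex 355 nm, em 460 nm · Read-out basis – % inhibition of thrombin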
FXIIa inh – inhibitors of human coagulation factor XIIa. 220,000 compounds, 0.3% hits. inhibition, % at 5 µM. P00748. purified FXIIa, Boc-QGR-AMC fluorogenic substrate, 2 h. AID 800; in the data active = inhibition above about 40%;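 note: 0% = enzyme with no compound and 100% = blank without enzyme; many of its hits are not listed in these tables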
Target sequence (P00748 20-372 limits assumed): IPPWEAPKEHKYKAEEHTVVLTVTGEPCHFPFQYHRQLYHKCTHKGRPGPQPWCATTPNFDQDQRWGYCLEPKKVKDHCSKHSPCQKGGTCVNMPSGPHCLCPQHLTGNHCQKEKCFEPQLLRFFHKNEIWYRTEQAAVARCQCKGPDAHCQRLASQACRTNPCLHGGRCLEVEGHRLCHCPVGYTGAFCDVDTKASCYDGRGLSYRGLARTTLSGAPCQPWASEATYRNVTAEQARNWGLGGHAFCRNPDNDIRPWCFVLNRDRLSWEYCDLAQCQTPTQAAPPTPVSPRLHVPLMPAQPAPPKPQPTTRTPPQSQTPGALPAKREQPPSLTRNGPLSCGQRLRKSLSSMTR
Target sequence (P00748 373-615 limits assumed): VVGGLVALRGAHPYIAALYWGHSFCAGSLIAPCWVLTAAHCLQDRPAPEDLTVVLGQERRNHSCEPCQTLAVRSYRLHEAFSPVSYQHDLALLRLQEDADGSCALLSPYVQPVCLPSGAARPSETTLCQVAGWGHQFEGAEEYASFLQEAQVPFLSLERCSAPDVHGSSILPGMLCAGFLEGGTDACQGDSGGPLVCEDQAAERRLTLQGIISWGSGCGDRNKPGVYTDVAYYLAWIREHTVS
FXIa inh 1536 – blocks human coagulation factor XIa protease activity. inhibition, % at 5 µM. 220,000 compounds, 0.14% hits. P03951. purified FXIa, Boc-Glu-Ala-Arg-AMC fluorogenic substrate;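 active = inhibition of at least 40%; inactive = inhibition below 40%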;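 note: fluorescence of freed AMC excited at 355 nm; 0% = enzyme without compound and 100% = no enzyme blank; many of its hits are not listed in these tables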
Furin inh – blocks human furin protease activity; P09958; purified furin, fluorogenic substrate cleavage; inhibition, % at 30 µM; 220,000 compounds, 0.061% hits; AID 463115; in the data active = inhibition above about 25%; note: inactives centre near -15
KCC2 mod – KCC2 (human) Cl- transport modulation. KCC2 cells, thallium flux FluoZin-2 fluorescence. B-score of Tl+ flux slope (higher = more flux/activation; lower = inhibition) at 10 µM. 190,000 compounds, 2.2% hits. AID 1456;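 active = thallium flux slope and its plate-corrected score both differing from the plate sample mean at a set confidence after two filtering rounds, in either direction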;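 note: slope of fluorescence scaled to starting intensity during 10 to 20 s after thallium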
* marks the source's active call; other numbers are inactive results; i = inactive; / = no result given; [ ] = remark or other dose. Compounds as they come (roughly 4.4% active in at least one column).

SMILES	PERK inh	p97 ATPase inh	Wee1 stabilizer	KLK5 inh	Thrombin inh	FXIIa inh	FXIa inh 1536	Furin inh	KCC2 mod
COc1ccc(NC(=O)Cc2c(F)cccc2Cl)cc1	0.8	8	-5	0	/	7	3	-10	-0.045
CC1CCCN(CC(O)COc2ccc3c(c2)OCO3)C1 (stereo not drawn)	0.0	-2	2	2	-9	10	2	-14	-0.29
CN(C(=O)c1cccnc1)c1nnc(-c2cccnc2)s1	0.4	5	3	-2	-1	14	3	-14	-1
CCN(c1ccccc1)S(=O)(=O)c1ccc(OC)c(N=N/C(C(=O)Nc2ccccc2)=C(/C)O)c1	0.6	0	0	3	-13	3	-8	-11	1.4
Cc1cc(=O)[nH]c(CN2CCOCC2)n1	0.9	2	-1	1	0	14	1	-23	0.089
O=C(Nc1ccc(Cl)c([N+](=O)[O-])c1)C(Sc1ccccc1)c1ccccc1 (stereo not drawn)	0.3	3	1	-17	-8	11	8	-17	-0.03
COc1ccccc1N1CCN(C/C(C)=C/c2ccccc2)CC1	-0.8	1	3	-5	4	20	3	-21	-0.37
CCCC(=O)c1cc2ccccc2oc1=O	1.5	2	2	4	5	11	2	-19	/
COc1ccc(C(C)(C)C)cc1NC(=O)C1CC=CCC1C(=O)O (stereo not drawn)	1.2	2	-3	-8	-11	17	-4	-15	/
CC(C)Oc1cc(NC(=O)CS(=O)CC(=O)Nc2cccc(C(F)(F)F)c2)c(Cl)cc1Cl (stereo not drawn)	0.4	-1	1	-10	0	18	8	-17	0.52
c1ccc(-c2noc(CSc3nnnn3C3CCCCC3)n2)cc1	-0.3	-10	1	-9	2	18	2	-3	/
Cc1ccc(C)c(Cn2nnc3c(=O)[nH]c(C4CCCN(C(=O)C5CCC5)C4)nc32)c1 (stereo not drawn)	-0.5	-3	-1	0	-5	18	7	-20	-1.9
O/N=C1\CC/C(=N\O)c2nn(-c3ccc(Cl)cc3Cl)nc21	-0.5	0	0	-16	-11	14	-5	-19	-0.022
COc1cccc(C(C)NC(=S)NCc2ccc(Cl)cc2)c1 (stereo not drawn)	-0.2	3	3	-4	7	9	-1	-19	-1.8
CNCCOc1ccccc1C(C)(C)C	-0.1	0	1	-24	3	19	-1	-18[20 µM]	-0.0043
COc1ccc(CCNC(=O)COC(=O)/C=C/c2cccs2)cc1OC	0.5	1	3	-5	-2	5	2	-10	0.08
CCCCC(NC(C)=O)c1nc2ccccc2n1CCCC (stereo not drawn)	-0.7	2	0	-12	-8	12	6	-9	6*
Cc1cc(Br)c(S(=O)(=O)NCCN2CCOCC2)cc1C	0.3	2	-2	6	1	9	2	-29	/
CCOc1ccc(N2C(=O)c3cccnc3C2Nc2ccc(F)cc2)cc1 (stereo not drawn)	0.4	7	-2	-5	-5	1	-10	-14	-0.79
COc1ccc(C(=O)N=c2sc3c(C)ccc(OC)c3n2C)cc1OC	-1.8	-2	12*	1	-1	4	0	-34	-0.5
COC(=O)c1ccc(C23CC4(C2)[C@H](CN(Cc2ccc(C(F)(F)F)cc2)[C@@H]4c2ccccc2)C3c2ccc(C(F)(F)F)cc2)cc1 (stereo partly drawn)	/	/	/	4	1	9	2	-22	-0.029
Cc1cc(N/N=C/c2ccc(Cl)cc2)nc(NCc2ccccc2)n1	-0.6	5	2	-3	0	8	7	-10	0.64
CCN(CC)S(=O)(=O)c1ccc(C(=O)NCc2ccc3c(c2)cc(C)n3C)cc1	0.3	9	-3	-8	-3	14	11	-11	-0.56
COc1ccccc1-n1cnnc1SCC(=O)c1cc(C)n(Cc2cccs2)c1C	-0.3	-5	1	10	12	17	5	-12	/
N/C(=N\OC(=O)COc1ccc2ccccc2c1Br)c1ccncc1	1.3	-1	3	-6	-8	2	-2	-11	-1
CCSc1nnc(NC(=O)COc2ccccc2[N+](=O)[O-])s1	1.8	-1	-1	0	2	7	1	-21	0.38
Cc1ccc(N(CC(O)CN(C)C)S(=O)(=O)c2ccccc2)cc1 (stereo not drawn)	0.3	0	-1	-3	3	5	2	-13[20 µM]	1.6
CN(Cc1ccccc1)C(=S)NC(=O)c1ccc(-c2ccccc2)cc1	0.3	-3	-3	-14	-9	0	-7	-26	29*
O=C(Nc1cccnc1)c1cn(-c2ccccc2)nc1-c1cccs1	-0.7	4	1	-16	-12	8	3	-28	-0.25
C(=N\Nc1ccccn1)/c1c[nH]c2ccccc12	0.7	3	1	1	-5	11	1	3	-0.041
Cc1cc(CSc2ccccc2)ccc1NC(=O)c1ccc(Cl)c([N+](=O)[O-])c1	-0.6	2	-1	-1	2	22	8	-1[20 µM]	0.069
Cc1nn(-c2ccccc2)c(N)c1Sc1cccc([N+](=O)[O-])c1	-0.2	-1	5	-3	3	11	3	11	-7*
Cc1cccc(N2CCN(C(=O)c3ccc(Cl)c(S(=O)(=O)NCc4ccco4)c3)CC2)c1C	-0.3	-3	1	0	2	13	2	0	-0.41
O=C(NC1CCCC1)C1=COCCO1	-0.3	-1	-2	4	1	6	-20	-17[20 µM]	0.51
CNC(=O)c1ccc(-c2cc(C(F)(F)F)nn2C)s1	0.8	1	0	-2	3	11	-5	-12	-0.95
CC(=O)c1nn(-c2cccc(Br)c2)cc1C(=O)c1ccc(Br)cc1	-0.2	5	-1	-4	-2	16	7	-16[20 µM]	0.17

The final six compounds of the part above are carried over, then new ones follow.
SMILES	PERK inh	p97 ATPase inh	Wee1 stabilizer	KLK5 inh	Thrombin inh	FXIIa inh	FXIa inh 1536	Furin inh	KCC2 mod
Cc1cc(CSc2ccccc2)ccc1NC(=O)c1ccc(Cl)c([N+](=O)[O-])c1	-0.6	2	-1	-1	2	22	8	-1[20 µM]	0.069
Cc1nn(-c2ccccc2)c(N)c1Sc1cccc([N+](=O)[O-])c1	-0.2	-1	5	-3	3	11	3	11	-7*
Cc1cccc(N2CCN(C(=O)c3ccc(Cl)c(S(=O)(=O)NCc4ccco4)c3)CC2)c1C	-0.3	-3	1	0	2	13	2	0	-0.41
O=C(NC1CCCC1)C1=COCCO1	-0.3	-1	-2	4	1	6	-20	-17[20 µM]	0.51
CNC(=O)c1ccc(-c2cc(C(F)(F)F)nn2C)s1	0.8	1	0	-2	3	11	-5	-12	-0.95
CC(=O)c1nn(-c2cccc(Br)c2)cc1C(=O)c1ccc(Br)cc1	-0.2	5	-1	-4	-2	16	7	-16[20 µM]	0.17
O=C(N/N=C/c1ccc(Br)s1)c1cccc([N+](=O)[O-])c1	1.2	8	1	-11	-5	14	8	-1	1.4
Cc1cccc(Nc2ncnc(N)n2)c1	1.2	1	-1	-8	2	7	-1	-34	1.2
CN(C)S(=O)(=O)c1ccc(C(=O)NCc2ccccn2)cc1	1.7	8	-1	10	-1	12	8	-13	-0.66
C[C@@]12CC(=O)NC1N(C(=O)c1ccccc1)C(c1ccccc1OC(=O)c1ccccc1)C2 (stereo partly drawn)	-0.7	0	5	-5	12	14	-3	-28[20 µM]	0
O=C(O)/C=C/c1ccc2c(c1)OCCO2	0.5	5	0	9	1	5	2	-20	-0.25
CCN1CCN(C(=O)c2nn(-c3ccccc3)c(=O)c3ccccc23)CC1	-0.6	2	-2	-16	1	7	0	-16[20 µM]	/
CCCCn1c(=O)c(CCC(=O)OCC(=O)NCc2ccc(OC)c(OC)c2)nc2ccccc21	1.2	4	0	-5	-26	4	2	-25	-0.41
Cc1ccccc1C(O)c1cccnc1 (stereo not drawn)	0.8	5	-3	-14	0	8	6	-9	0.45
CCc1ccc(-c2nc(-c3ccncc3)no2)cc1	0.7	0	6	3	4	2	2	-23	0.27
Fc1ccc(CN(Cc2ccccc2)C(c2cccs2)c2nnnn2C2CCCCC2)cc1 (stereo not drawn)	-0.5	-3	-1	0	5	19	6	-9[20 µM]	-1.3
CCOc1ccc(Cc2nnc(SCC(N)=O)n2C)cc1	0.3	2	-2	0	-6	7	-6	-14[20 µM]	/
CCC(NC(=O)Nc1nccs1)(C(F)(F)F)C(F)(F)F	0.2	7	2	-15	-3	1	-6	-8	-0.13
CCCn1nc(C(=O)N2CCc3ccccc3C2)c2ccccc2c1=O	-1.1	-5	-2	0	4	12	-1	-9[20 µM]	/
NC(=O)COC(=O)c1cc(S(=O)(=O)N2CCN(c3ccccc3)CC2)ccc1Cl	-0.2	2	-1	4	-4	10	-1	-26	0.92
COc1ccccc1CNC(=O)CN1C(=O)C(C)N(c2ccc(C)cc2)C1=O (stereo not drawn)	-1.5	4	-2	7	-1	21	12	-18	/
Brc1cccc(CN2CCCCCCC2)c1	-0.2	2	4	-24	-5	4	-6	-10[20 µM]	-1.4
CCc1nnc(NC(=O)Cn2ccc(C(F)(F)F)n2)s1	0.2	3	2	-8	-2	8	3	-16	1.6
CCC(C)(C)C(=O)Nc1ccc(C(N)=O)cc1	2.6	5	-3	33	15	5	1	-24[20 µM]	/
O=C(CNc1cccc(S(=O)(=O)N2CCOCC2)c1)N1CCc2ccccc21	-2.1	-5	2	-3	-2	1	-3	-6	0.22
CCCCCC(=O)Nc1cccc(C2=NOC3(C2)C[C@@H](C(N)=O)N(C(=O)CC(c2ccccc2)c2ccccc2)C3)c1 (stereo partly drawn)	/	/	/	1	0	9	2	-19	0.012
CC(NC(=O)OC(C)(C)C)C(=O)N1CCCC1C(=O)NC(Cc1ccccc1)C(N)=O (stereo not drawn)	-0.9	2	0	-3	0	6	-12	14[20 µM]	-0.067
CC(C)(C)OC(=O)C(Cc1ccc(OC(C)(C)C)cc1)NC(=O)CNC(=O)OCc1ccccc1 (stereo not drawn)	-1.1	-6	1	-13	-3	5	-1	0	-1.4
CCCc1nc2ccccc2c(C(=O)OCc2nnc(-c3cc(OC)c(OC)c(OC)c3)o2)c1CC	-0.8	4	-3	7	-5	-4	-12	1	-1.1
Cc1cccc(C)c1OC(=O)CCN1C(=O)C2C3C=CC(C4CC34)C2C1=O (stereo not drawn)	-0.1	-4	0	0	0	12	8	-12	-1.9
O=C1COC(c2ccccc2)C2CCCCN12 (stereo not drawn)	0.8	2	-1	-14	-6	5	-6	-25	0.042
Fc1ccc(-c2cc(C(F)(F)F)nc(-n3cncn3)n2)cc1	0.6	-1	-1	-17	-8	20	1	-29	/
Cc1ccc(C(c2nnnn2CCc2ccccc2)N2CCC(C)CC2)cc1 (stereo not drawn)	0.0	-1	2	-6	-2	6	1	-25[20 µM]	-1.2
CC(C)(C)CN1C(=O)C(=O)NC[C@H]1Cc1ccc(O)cc1	/	/	/	-2	-4	2	-4	-24	0.76
Cc1ccc(N2CN(Cc3ccco3)CNC2=S)cc1	-0.4	-7	0	-8	3	7	-3	1	2.2
COc1ccccc1CCNS(=O)(=O)c1c(C)n(C)c(=O)n(C)c1=O	2.0	0	1	-30	-14	12	1	-2	0.23
O=C1C=C(NCC2CCCO2)C2(CCCCC2)O1 (stereo not drawn)	1.1	2	-1	-5	-5	2	0	-19	0.5
CCOc1ccc(C(CC(=O)O)NC(=O)c2ccco2)cc1OC (stereo not drawn)	-0.5	-1	-2	12	-5	8	3	-15[20 µM]	-0.098
O=c1ccc2cc3c4c(c2o1)CCCN4CCC3	1.2	-2	0	0	-6	0	-4	-28	i
COc1ccc(Sc2nc(-c3ccccc3)ncc2C(=O)O)cc1	0.5	6	-3	13	-2	6	5	-17	-2.1
COc1ccccc1NC(=O)c1cc(C(=O)O)ccc1C(=O)O	0.0	0	-3	-7	2	6	4	-5	0.81
CCOC(=O)c1c(NC(=O)c2ccccc2Br)sc2c1CCc1ccccc1-2	-0.8	-3	6	6	4	9	9	-10[20 µM]	/
